# High-throughput results as filed in PubChem.
# MLL CXXC-DNA inh: MLL CXXC-DNA interaction inhibition; Q03164; 0.037% of 290,000 active; Potency, µM (doses to about 115 µM), inactives show at the top dose activity change, negative = inhibition, most hits filed as inhibitors; MLL-CXXC / FITC-HOXA9 DNA fluorescence polarization; active = well fitted inhibition curve with a large enough effect in the polarisation, with a control signal flat, not every such curve was filed as active; inconclusive = small, poorly fitted or top-dose-only effect, or effect the other way, or a change in a side signal; inactive = no such curve, though single readings can be large or run the other way; the % refers to the polarisation; also: potency is read from the fitted curve at half-maximal effect
#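 Purified MLL-CXXC (added from a 7 uM solution) was preincubated 5 min at ambient with pinned compounds in 50 mM Tris-HCl pH 7.5, 50 mM NaCl, 1 mM DTT, 0.05% BSA. Fluorescein-labeled HOX-A9 DNA (50 nM solution) followed, 30 min, then polarization read.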
# TSHR antag: human thyrotropin receptor antagonism; 0.2% of 330,000 active; TSHR-expressing cells, TSH-stimulated cAMP HTRF, 2 h; active compounds read low; activity change, negative = inhibition, % at 11.5 µM; P16473; AID 504810;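 active = activity change below a set negative limit, meaning inhibition stronger than a set level, cut at about -70% in these data; inconclusive = activity change between two set negative limits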; also: % is scaled to controls: 0 for no effect and ±100 for the full control effect
#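 Inhibition of cAMP made by TSHR-expressing cells under TSH stimulation (4nM final, EC80; 2 h, 37 deg C) is quantified with a one-step lysis HTRF kit, anti-cAMP cryptate versus cAMP-d2.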
# A-T KAP1 phos: potential ataxia-telangiectasia treatment. […] A-T fibroblasts, KAP-1 phosphorylation AlphaLISA; neocarzinostatin DNA damage 30 min before lysis. Potency, µM (highest dose often 57.5 µM), without a hit: at the highest dose activation, most hits filed as activators. 0.19% of 320,000 active; also: potency is read from the fitted curve at half-maximal effect; % of control where 0% means no effect; nearly all actives have a fitted effect of over 45% in size
#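 ATM-like activity read as KAP-1 phosphorylation via AlphaLISA donor/acceptor antibody pairs after lysis and 6 hr at 25C. Cells were ATM-null patient fibroblasts ([…], hTERT), dosed 60 min, then exposed to the DSB inducer NCS for 30 min.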
# TCR activator: T cell receptor activation; Potency, µM (series often up to 9.22 µM), without a hit: at the highest dose activation of IL-2 secretion, usual class: activators; 330,000 tested, under 10 active; primary human leukocytes, anti-CD3, IL-2 HTRF, 48 h; also: % of control where 0% means no effect
#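 1) Mix primary human leukocytes, a-CD3 beads and compound. 2) Incubate 48 hr. 3) Add HTRF IL-2 reagents (a-IL-2-K, a-IL-2-d2).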
# MBNL1 CUG block: MBNL1-poly(CUG) RNA binding inhibition. TR-FRET MBNL1-His/biotin-(CUG)12 binding, 665/545 ratio. Q9NR56. Potency, µM (highest dose often 57.5 µM), for the others: at the highest dose activity change, negative = inhibition, actives largely listed as inhibitors. AID 2675. 0.036% of 280,000 active; active = well fitted inhibition curve with a large enough effect in the signal ratio, with a control signal flat, not every such curve was filed as active; inconclusive = small, poorly fitted or top-dose-only effect, or effect the other way, or a change in a side signal; inactive = no such curve, though single readings can be large or run the other way; the % refers to the signal ratio; also: potency is read from the fitted curve at half-maximal effect; % is scaled to controls: 0 for no effect and ±100 for the full control effect
#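 TR-FRET readout: Ex 340 nm, 665/545 nm emission ratio, normalized to buffer-only (basal) and MBNL1-(CUG)12 controls. Complex of MBNL1-His with Biotin-(CUG)12, compounds 92 nM–58 uM, incubated 60 min at room temperature.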
# Integrin act MD: activates integrin-mediated alleviation for muscular dystrophy; alpha7betagal myoblasts, beta-gal FDG fluorescence, 48 h; Potency, µM (titrated, usually from 38.3 µM), for inactives: top-dose activation, most hits filed as activators; 0.064% of 350,000 active; AID 624291;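 also: potency is read from the fitted curve at half-maximal effect; 100% = response of the positive control SU9516; nearly all actives have a fitted effect of over 60% in size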
#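 alpha7betagal+/- myoblasts (passage 13, 250/well) treated 48 h at 37C with compounds at 1:260 dilution of DMSO stock. Lysed, then beta-galactosidase activity read as FDG fluorescence (ex 480/em 540) after 30 min, with pre-read for autofluorescence.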
# ASM inhibitor: inhibitors of human secretory acid sphingomyelinase. 0.006% of 340,000 active. Potency, µM (top dose mostly 57.5 µM), inactives show at the highest dose activity change, negative = inhibition, usual class: inhibitors. P17405. AID 504937. placental ASM, HMU-PC fluorogenic substrate, 60 min; also: potency is read from the fitted curve at half-maximal effect
# Target sequence (P17405 47-631 limits assumed): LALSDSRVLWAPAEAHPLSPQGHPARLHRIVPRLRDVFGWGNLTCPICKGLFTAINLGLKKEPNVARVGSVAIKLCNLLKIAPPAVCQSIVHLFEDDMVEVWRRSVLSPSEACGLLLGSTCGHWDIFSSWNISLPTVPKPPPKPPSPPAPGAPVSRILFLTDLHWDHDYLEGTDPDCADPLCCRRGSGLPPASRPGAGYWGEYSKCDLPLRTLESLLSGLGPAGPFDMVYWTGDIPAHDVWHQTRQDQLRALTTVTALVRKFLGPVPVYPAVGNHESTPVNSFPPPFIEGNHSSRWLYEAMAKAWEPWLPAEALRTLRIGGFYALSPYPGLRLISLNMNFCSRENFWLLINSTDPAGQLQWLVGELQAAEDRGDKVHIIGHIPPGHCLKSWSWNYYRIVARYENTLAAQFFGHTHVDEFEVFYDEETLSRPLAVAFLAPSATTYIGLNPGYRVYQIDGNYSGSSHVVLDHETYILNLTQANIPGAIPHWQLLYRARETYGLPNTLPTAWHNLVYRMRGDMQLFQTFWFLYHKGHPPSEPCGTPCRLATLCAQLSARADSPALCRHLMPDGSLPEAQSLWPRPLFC
#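 Fluorogenic HMU-PC substrate (9 uM final) is turned over by placental ASM in 60 min at 37 C after a 10 min compound preincubation. Reaction ended by alkaline stop (pH 10), with fluorescence read at 386/447 nm.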
# Mito fusion yeast: mitochondrial division inhibition or fusion activation | S. cerevisiae fusion-defective mutant growth rescue, CellTiterGlo 48 h | Potency, µM (doses to about 46.1 µM), without a hit: at the highest dose growth rescue (activation), most hits filed as activators | 0.23% of 320,000 active;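 also: potency is read from the fitted curve at half-maximal effect; % of control where 0% means no effect; nearly all actives have a fitted effect of over 45% in size; temperature-sensitive fusion mutants such as fzo1-1 at 37 °C on non-fermentable ethanol glycerol medium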
#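 Read-out: ATP-based luminescence (CellTiterGlo, 10 min ambient) reporting growth of fusion-defective ts yeast after 48 hours at 37C on glycerol/ethanol YPEG medium in the presence of compound.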
# Menin-MLL TR inh: inhibitors of human menin-MLL interaction, mutant MLL peptide | O00255 | Menin + Texas Red MLL mutant peptide, fluorescence polarization | Potency, µM (doses to about 61.6 µM), for inactives: at the top dose FP activity change, negative = inhibition, hits mostly inhibitors | 0.23% of 270,000 active | AID 1768; active = well fitted inhibition curve with a large enough effect in the polarisation, with a control signal flat, not every such curve was filed as active; inconclusive = small, poorly fitted or top-dose-only effect, or effect the other way, or a change in a side signal; inactive = no such curve, though single readings can be large or run the other way; the % refers to the polarisation; also: potency is read from the fitted curve at half-maximal effect; % of control where 0% means no effect; many of its hits are not listed in these tables
# PTAP TSG101 blk: blocks PTAP/TSG101 interaction to inhibit HIV-1 budding; Q99816; Fluorescence polarization, FITC-PTAP peptide / Tsg101 binding; Potency, µM (highest dose often 115 µM), for the others: top-dose activity change, negative = inhibition, most hits filed as inhibitors; 340,000 tested, under 10 active; active = well fitted inhibition curve with a large enough effect in the main read-out, with a control signal flat, not every such curve was filed as active; inconclusive = small, poorly fitted or top-dose-only effect, or effect the other way, or a change in a side signal; inactive = no such curve, though single readings can be large or run the other way; also: potency is read from the fitted curve at half-maximal effect; % of control where 0% means no effect
# Target sequence (Q99816 whole entry, looked up): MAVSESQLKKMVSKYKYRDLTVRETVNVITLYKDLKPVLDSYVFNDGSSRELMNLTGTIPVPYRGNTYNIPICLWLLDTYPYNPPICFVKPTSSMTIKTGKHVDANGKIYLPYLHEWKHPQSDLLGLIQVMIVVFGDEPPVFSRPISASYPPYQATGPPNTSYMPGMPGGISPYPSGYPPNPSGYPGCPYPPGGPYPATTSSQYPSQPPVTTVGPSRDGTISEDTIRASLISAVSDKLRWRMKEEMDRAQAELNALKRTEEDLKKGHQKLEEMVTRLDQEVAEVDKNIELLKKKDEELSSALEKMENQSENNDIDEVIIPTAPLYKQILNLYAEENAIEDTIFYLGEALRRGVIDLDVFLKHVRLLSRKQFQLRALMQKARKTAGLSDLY
#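 Tsg101 binding domain (10 uM final) was mixed with compound and a FITC-labeled PTAP peptide (50 nM final) in HEPES pH 7.5 buffer with NaCl, Tween 20, EDTA and TCEP; fluorescence polarization was read after 20 min at r.t.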
# Numbers without * were called inactive; u = inconclusive; x = not tested or not shown; [ ] = remark or other dose. Unless noted, calls follow the shape of the dose curve; as a rule, active = well fitted curve in the direction sought with a large enough effect; inconclusive = small, poorly fitted or top-dose-only effect, or another doubt; inactive = no such curve, though single readings can be large; an effect the other way counts as inactive or inconclusive.
SMILES,MLL CXXC-DNA inh,TSHR antag,A-T KAP1 phos,TCR activator,MBNL1 CUG block,Integrin act MD,ASM inhibitor,Mito fusion yeast,Menin-MLL TR inh,PTAP TSG101 blk
CCC(=O)Nc1ccc(C(=O)CSc2nnc(-c3ccc(NS(C)(=O)=O)cc3)n2C)cc1OC,-3%,-2,1%,1%[46.1 µM],-4%,-6%,0%,-3%,-5%,-1%
Cc1nc(C(F)(F)F)ccc1C(=O)Nc1ccccc1F,0%,21,6%,-8%,-8%,35%,0%,3%,x,-1%
O=C(CSCc1cccc(Cl)c1)Nc1ccccc1-c1ccccc1,1%,-4,12%,-1%[46.1 µM],1%,-6%,0%,22%,-2%,-4%
CC(C)N(Cc1ccccc1)CC(O)COc1ccc(S(=O)(=O)N2CCOCC2)cc1Cl (centres undefined),7%,14,-3%,1%,-1%,-21%,4%,4%,-11%,0%
COc1ccc(CCNC(=O)CS(=O)(=O)c2cn(CC(=O)N3CCCC3)c3ccccc23)cc1OC,-4%,1,3%,2%,3%,44%,0%,-4%,3%,1%
Cc1ccc(NC(=O)Cn2c(O)c(N=NC(=O)c3cc([N+](=O)[O-])ccc3O)c3ccccc32)cc1,-9%,-15,-12%,x,3%,x,x,u,x,x
Cc1cnc(C(=O)OC(C)C(=O)Nc2ccc(Cl)cn2)cn1 (centres undefined),x,10,6%,5%,x,0%,3%,1%,x,-1%
O=C(NCCCc1ccccc1)c1cccc(NC(=O)C2CCC2)c1,x,x,x,-5%,x,6%,0%,x,x,-1%
COc1ccc(Cc2nnc(NC(=O)c3ccc(OC)cc3OC)s2)cc1,-1%,-18,4%,7%,29%,-18%,2%,-6%,-6%,0%
COc1ccc(-c2cc3nc(-c4ccccc4)cc(N4CCC(O)CC4)n3n2)cc1,-16%,-7,17%,4%,39%[activator],-8%,x,u,u,0%
Cc1ccc(S(=O)(=O)NCC(=O)N(CC(=O)NCC2CCCO2)c2ccc(Cl)cc2)cc1 (centres undefined),-1%,4,10%,3%,-3%,-5%,0%,-4%,-24%,0%
O=C(C1=C[C@@H]2[C@H]3C(=O)N(c4cccc(Cl)c4)C(=O)[C@H]3[C@@H](C(=O)c3ccc(Cl)cc3)N2C=C1)c1ccccc1,11%,6,4%,-5%[46.1 µM],19%,-7%,-2%,-2%,u,1%
Cc1nc2c(n1O)CCC/C2=N\O,7%,-9,5%,-3%,-14%,15%,2%,2%,-10%,-2%
CN(c1ccc(OCC(=O)Nc2cc(Cl)ccc2C(=O)O)cc1)S(=O)(=O)c1ccc(F)cc1,x,-9,-3%,7%,x,11%,9%,x,x,-3%
O=C(c1ccccc1)N1CCN(C2CC(=O)N(CCc3ccccc3)C2=O)CC1 (centres undefined),0%,x,10%,-2%,4%,8%,1%,-1%,-10%,-6%
COc1cccc(NC(=O)NCc2ccccc2Cl)c1,x,x,x,11%,x,16%,2%,x,x,1%
CC1CN(C(=O)COC(=O)c2ccc(NC(=O)CC#N)cc2)CC(C)O1 (centres undefined),-5%,-16,13%,0%,1%,u,4%,3%,-1%,-3%
Cc1cccc(N2CC(c3nc4ccccc4n3C)CC2=O)c1C (centres undefined),0%,2,4%,-8%,-4%,2%,2%,0%,3%,-6%
CN(C)c1nc(N)nc(CSc2nnnn2-c2ccc(C(=O)O)cc2)n1,2%,4,-5%,-1%,-2%,12%,3%,-4%,-13%,0%
O=C(CSc1cc(Cl)ccc1Cl)NC1CCCC1,10%,-10,-4%,-5%,4%,-2%,1%,23%,0%,-2%
O=C(Cn1nnc(-c2ccccc2)n1)N=Nc1c(O)[nH]c2ccccc12,-11%,-1,-1%,14%,5%,1%,-20%,4%,x,-4%
O=C(CCCc1c[nH]c2ccccc12)NCc1ccccc1C(F)(F)F,1%,-4,18%,-3%,-8%,5%,0%,-3%,34%[activator],1%
CNC(=O)N(O)C1N(/N=C/c2cc(Br)ccc2O)C(=S)SC1(C)C (centres undefined),6%,6,11%,-2%,u,-31%,-4%,6%,72%[activator],-6%
CCc1ccc(CCC(=O)Nc2ccc(C)cc2C)o1,-2%,-1,1%,x,-9%,20%[7.66 µM],2%,0%,-3%,-7%
CC1(NC(=O)c2cc(-c3cccs3)nn2-c2ccccc2)CCS(=O)(=O)C1 (centres undefined),x,-5,12%,3%,x,u,3%,-4%,x,-6%
O=C(NC1CCCC1)C1CCCN1C(=O)Nc1ccc(Cl)cc1 (centres undefined),9%,-1,0%,-32%,10%,10%,3%,0%,-1%,-4%
COc1ccc(CNC(=O)NCc2ccc(OC)c(OC)c2)cc1OC,8%,0,11%,3%,-1%,-5%,1%,-1%,1%,-4%
CN1CCC(=NNC(=O)CSCc2ccccc2)CC1,5%,0,-7%,-1%,-7%,7%,2%,0%,28%,-5%
Cc1ccc(C2=NOC3(CC(=O)N(c4ccccc4)C3=O)C2)cc1 (centres undefined),-10%,-3,7%,-5%,x,-22%,-1%,-2%,x,-1%
O=C(N/N=C/c1ccoc1)c1ccccc1O,39%[activator],18,20%,2%,1%,-46%,-1%,2%,x,1%
CC(=O)N1CCC(N(CCN2CCOCC2)C(=S)Nc2ccc(C)c(C)c2)CC1,0%,-4,-1%,6%,-13%,23%,5%,4%,3%,-2%
O=c1c2ccccc2nc(-c2ccc(Cl)c(Cl)c2)n1O,-4%,-3,x,0%,-9%,15%,0%,4%,13%,-7%
CCOC(=O)c1c(NC(=O)c2cc3n(n2)C(C(F)(F)F)CC(c2cccs2)N3)sc(C)c1C (centres undefined),4%,-6,-2%,0%[46.1 µM],2%,-9%,3%,-8%,4%,0%
COc1ccccc1NS(=O)(=O)c1cccc(C(=O)N2CCN(Cc3ccc4c(c3)OCO4)CC2)c1,x,9,-6%,5%,x,14%,-3%,-4%,x,4%
CCOC(=O)C(C)N1N=C(/C=C/c2ccc(OC)cc2)CCC1=O (centres undefined),-4%,1,5%,9%,u,18%,-6%,-2%,u,-5%
Cc1sc2nc(SCC(=O)NCc3ccco3)n(-c3ccccc3)c(=O)c2c1C,-4%,-2,4%,-4%,21%,29%,0%,1%,u,-6%
O=C(NNC(=S)Nc1ccc(Br)cc1)c1ccc(N2CCOCC2)c([N+](=O)[O-])c1,-2%,5,-13%,9%[46.1 µM],43%[activator],3%,u,u,u,-2%
Cc1ccc(NC(=O)Nc2ccc(Cl)cn2)cc1,3%,30,13%,-1%,-5%,12%,-2%,-13%,-1%,0%
COC(=O)c1sc(=S)n(Cc2ccccc2)c1C,13%,-28,-9%,2%,15%,-22%,-1%,-3%,x,-2%
COc1ccc(C(=O)NCCc2ccccc2F)cc1OC1CCN(C(C)=O)CC1,6%,24,2%,-2%,-14%,-5%,-1%,4%,x,-1%
CC(C)(C)NC(=O)C(=O)NNC(=O)c1ccco1,1%,-5,4%,10%,1%,3%,4%,-4%,2%,-1%
Cc1nnc(N2C(=O)c3ccc(Br)cc3C2=O)s1,-15%,4,0%,x,0%,15%,-3%,-1%,12%,-8%
COc1cccc(NC(=O)Cn2nc(Cc3cccnc3)c3ccccc3c2=O)c1,-6%,2,-4%,6%,-2%,-26%,-3%,-2%,-3%,-4%
OCCN1c2ccccc2CCc2ccccc21,x,x,x,2%,x,-1%,5%,x,x,3%
CCCOc1ccc(-c2nc(N3CCN(CC)CC3)c3ccccc3n2)cc1,-3%,13,16%,-2%,-3%,8%,-12%,-23%,-11%,-10%
Cc1cc(C)c(N(CC(=O)NC(C)(C)C)C(=O)CNC(=O)c2cccs2)c(C)c1,7%,-7,-2%,0%,-2%,2%,-1%,3%,-1%,-7%
CCN(C(=S)NC(=O)C1CCCC1)C1CCCCC1,2%,1,0%,-10%,-2%,-17%,-2%,0%,-6%,-2%
COc1cc2c(cc1OC)C(C(=O)N1CCOCC1)C(c1cccs1)N(C)C2=O (centres undefined),2%,14,4%,4%,-5%,10%,3%,-1%,-20%,0%
CC(=O)C1=C(N2CCCCC2)CCC1=O,0%,12,-7%,7%,-3%,5%,5%,4%,6%,-2%

# These rows are one share of the data; the hit share may differ from the screen's.
